# Assay outcomes as filed in PubChem.
# SIRT5 block: sirtuin-5 (human) deacylase inhibition | 330,000 compounds, 1.1% hits | Purified SirT5, succinyl-peptide AMC, trypsin-coupled fluorescence | Q9NXA8 | inhibition, % at 15 µM | AID 652115; in the data active = inhibition above about 15%
# Target sequence (Q9NXA8 whole entry, looked up): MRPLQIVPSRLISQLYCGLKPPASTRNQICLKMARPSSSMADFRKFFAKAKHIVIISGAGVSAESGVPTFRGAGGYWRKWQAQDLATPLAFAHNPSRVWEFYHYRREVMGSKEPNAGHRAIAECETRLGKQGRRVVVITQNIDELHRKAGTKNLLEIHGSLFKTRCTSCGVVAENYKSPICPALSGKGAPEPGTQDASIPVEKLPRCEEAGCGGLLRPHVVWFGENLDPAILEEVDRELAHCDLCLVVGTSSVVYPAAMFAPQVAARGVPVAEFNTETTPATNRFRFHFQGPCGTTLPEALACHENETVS
# miR-122 sensor: blocks miR-122 activity in Huh7 sensor cells. 340,000 compounds, 0.3% hits. activation (reporter increase), % at 12.5 µM. Huh7 miR-122 Renilla luciferase sensor, 48 h; neutral wells = 0, positive control = 100. AID 602342;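 active = mean replicate activation score at least 90 and every replicate individually at or above 90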;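 also: higher luciferase means less miR-122 activity so hits act as miR-122 inhibitors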
# ERp5 inh: blocks human ERp5 reductase activity on insulin; ERp5 insulin aggregation, absorbance 650 nm, 90 min; 350,000 compounds, 0.05% hits; inhibition, % at 9.99 µM; AID 651711;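 active = mean replicate inhibition above about 25%, with every replicate also reaching it, limit read from the data, passing the limit was not always enough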
# Target sequence (Q15084 whole entry, looked up): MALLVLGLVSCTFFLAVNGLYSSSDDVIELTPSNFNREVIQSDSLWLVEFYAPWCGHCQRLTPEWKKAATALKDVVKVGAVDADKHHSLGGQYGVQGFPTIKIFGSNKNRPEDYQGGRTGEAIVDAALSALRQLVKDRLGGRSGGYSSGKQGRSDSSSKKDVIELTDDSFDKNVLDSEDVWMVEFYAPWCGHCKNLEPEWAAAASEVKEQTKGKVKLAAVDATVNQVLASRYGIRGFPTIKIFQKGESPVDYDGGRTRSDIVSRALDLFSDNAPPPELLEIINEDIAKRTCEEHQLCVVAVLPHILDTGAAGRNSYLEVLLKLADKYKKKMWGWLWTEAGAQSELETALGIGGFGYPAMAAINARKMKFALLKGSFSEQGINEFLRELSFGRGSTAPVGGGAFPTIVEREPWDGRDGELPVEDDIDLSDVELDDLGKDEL
# CFTR F508del cor: correctors of CFTR F508del function in bronchial epithelial cells; CFBE cells, YFP halide quenching; stimulated with forskolin plus potentiator P3; % fluorescence drop versus neutral controls; activity (quench increase), % at 7.58 µM; 350,000 compounds, 0.36% hits; AID 720511;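 active = mean added fluorescence quench of at least 8% versus neutral control, with both replicates also reaching 8%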;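 also: cells transiently co-express mutant CFTR-F508del with the halide-sensitive YFP; corrector assay measuring rescue of mutant channel to the surface after 24 h compound exposure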
# ERAP1 HTS inh: ERAP1 (human) enzyme inhibition | Q9NZ08 | recombinant ERAP1, Leu-AMC fluorescence, 60 min | inhibition, % at 10.7 µM | 340,000 compounds, 0.15% hits;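 active = mean replicate inhibition of at least 30%, or all replicates individually reaching that 30% level; inactive = mean below 30% and not every replicate reaching it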;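 also: 0% = neutral control wells and 100% = L-leucinethiol positive control wells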
# DENV2 CPE rescue: protects cells from dengue virus 2 cytopathic effect | DENV2-infected cells, cytopathic effect rescue, plate reader | CPE inhibition, % at 9.99 µM | 350,000 compounds, 1.7% hits; in the data active = CPE inhibition above about 20%, passing the limit was not always enough; tested in BHK-21 cells;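 also: 0% = median of neutral control wells and 100% = median of positive control wells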
# CASP6 VEID inh: blocks human caspase-6 cleavage activity; P55212; purified caspase-6, Z-VEID-R110 cleavage fluorescence; inhibition, % at 12.5 µM; 350,000 compounds, 0.53% hits; AID 686996;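 active = mean inhibition across replicates at least about 35%, with every replicate also reaching that limit, limit read from the data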;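 also: 0% = median of neutral control wells and 100% = no fluorescence left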
# Target sequence (P55212 24-179 limits assumed): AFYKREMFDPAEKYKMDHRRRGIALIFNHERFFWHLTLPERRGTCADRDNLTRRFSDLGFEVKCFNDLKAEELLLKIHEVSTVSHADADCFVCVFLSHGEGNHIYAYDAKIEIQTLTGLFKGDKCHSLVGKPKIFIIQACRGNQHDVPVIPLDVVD
# Target sequence (P55212 194-293 limits assumed): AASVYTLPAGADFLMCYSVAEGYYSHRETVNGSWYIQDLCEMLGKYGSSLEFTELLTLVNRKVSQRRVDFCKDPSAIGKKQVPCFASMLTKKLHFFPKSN
# Numbers without * were called inactive; x = no result given; & = joins results of further samples; [ ] = remark or other dose.
(1) COc1ccccc1N1CCN(S(=O)(=O)c2cn(C)c(=O)n(C)c2=O)CC1
(2) O=C(N/N=C/C=C\c1ccco1)c1cccs1
(3) CSc1ccc(S(=O)(=O)N2CC(=O)Nc3ccccc32)cc1
(4) Cc1cc(N2C(=O)C(O)=C(C(=O)c3cc4ccccc4o3)C2c2ccc([N+](=O)[O-])cc2)no1 (stereo not given)
(5) C[C@H]1CN([C@@H](C)CO)C(=O)c2cccc(NS(=O)(=O)c3ccccc3)c2O[C@@H]1CN(C)Cc1ccc(C(=O)Nc2ccccc2N)cc1
(6) C[C@@H]1CN([C@H](C)CO)C(=O)c2cc(C#CCN(C)C)cnc2O[C@H]1CN(C)Cc1ccccn1

Assay by compound | 1 | 2 | 3 | 4 | 5 | 6
SIRT5 block | 0 | 1 | -3 | 11 | -5 | -2
miR-122 sensor | x | 3 | 1 | x | x | -2[16.7 µM]
ERp5 inh | 2 | 1 | 1 | 1 | 9 | 2
CFTR F508del cor | 2.7 | 5.8 | 1.7 | -1.1 | 0.4 | 2.4
ERAP1 HTS inh | 8 | 8 | 4 | 1 | 0 | -6
DENV2 CPE rescue | 5 | 5 | 4 | 3 | -1 | -3
CASP6 VEID inh | -1 | 34 | -2 | 25 | 0 | -2

(7) CC(NC(=O)C(=O)NCc1cccs1)c1ccccc1 (stereo not given)
(8) CC(NC(=S)N1CCN(c2ccccc2)CC1)c1ccccc1 (stereo not given)
(9) CO[C@H]1CN(C)C(=O)c2ccc(NC(=O)Cc3ccccc3)cc2OC[C@@H](C)N(C(C)=O)C[C@H]1C
(10) COC(=O)[C@@H](CC(C)C)N(Cc1ccccc1)S(=O)(=O)N(Cc1ccccc1)[C@@H](CC(C)C)C(=O)OC
(11) CC(C(=O)Nc1cccc(S(=O)(=O)N2CCOCC2)c1)N1CCN(C/C=C/c2ccccc2)CC1 (stereo not given)
(12) CC(C)NC(=O)Nc1ccc2c(c1)CC(=O)N([C@H](C)CO)C[C@H](C)[C@@H](CN(C)Cc1ccc(-c3ccccc3)cc1)O2

Assay by compound | 7 | 8 | 9 | 10 | 11 | 12
SIRT5 block | -2 | -1 | -2 | x | 0 | 5
miR-122 sensor | -3 | -4 | -20[16.7 µM] | 0 | -5 | 8[16.7 µM]
ERp5 inh | 11 | 3 | -3 | 1 | -3 | 3
CFTR F508del cor | 4.2 | 1.6 | -0.1 | 3.3 | -3.6 | -0.8
ERAP1 HTS inh | 0 | -2 | -2 | 0 | 2 | -1
DENV2 CPE rescue | -5 | 1 | -3 | 1 | -3 | -5
CASP6 VEID inh | 0 | 2 | x | -5 | -1 | -2

(13) COc1cccc(N2CCN(CC(=O)N3CCN(S(=O)(=O)c4ccc(Cl)cc4)CC3)CC2)c1
(14) O=C(C[C@H]1C[C@H]2c3cc(NS(=O)(=O)c4ccc(F)cc4)ccc3O[C@H]2[C@@H](CO)O1)NCc1cc(F)ccc1F
(15) COCCNC(=O)C(c1ccc(O)cc1)N(Cc1cccs1)C(=O)CCC(=O)Nc1ccccn1 (stereo not given)
(16) COC(=O)c1c(-c2ccc(OC)cc2)c2c(c3c4ccccc4n(S(=O)(=O)c4ccc(C)cc4)c13)C(=O)N(C)C2
(17) C[C@@H]1CN([C@H](C)CO)C(=O)c2cc(NC(=O)Nc3ccc4c(c3)OCO4)ccc2O[C@@H]1CN(C)Cc1ccc(C(=O)O)cc1
(18) O=C(O)c1ccc2c(c1)C(=O)N([C@H](Cc1cccc3ccccc13)C(=O)O)C2=O

Assay by compound | 13 | 14 | 15 | 16 | 17 | 18
SIRT5 block | 1 | -8 | -4 | x | 5 | -3
miR-122 sensor | 3 | 10[16.7 µM] | -18 | x | 7[16.7 µM] | -5
ERp5 inh | 0 | 13 | 1 | -4 | -5 | -4
CFTR F508del cor | -1.9 | -1.0 | 0.3 | -2.2 | -3.6 | 5.8
ERAP1 HTS inh | -4 | -1 | -1 | 0 | 0 | 17
DENV2 CPE rescue | -10 | -4 | -2 | 2 | -10 | 0
CASP6 VEID inh | 2 | -1 | 1 | -5 | 0 | -1

(19) CCOC(=O)c1cc(-c2ccccc2C)nn1CC1CC(c2ccc(OC)cc2)=NO1 (stereo not given)
(20) O=C(c1cccc(S(=O)(=O)Nc2ccccc2Cl)c1)N1CCC1
(21) O=C(Nc1ccc2c(c1)OCO2)C1CCN(C(=O)c2ccc(Br)cc2)CC1
(22) COc1ccc(NC(=O)N(C)C[C@H]2Oc3c(NS(=O)(=O)c4cccs4)cccc3C(=O)N([C@H](C)CO)C[C@H]2C)cc1
(23) N#Cc1ccc(/C=C/C(=O)c2ccco2)cc1
(24) CNC(=O)c1cnn(-c2nc(-c3ccc(OC)cc3)cs2)c1C(F)(F)F

Assay by compound | 19 | 20 | 21 | 22 | 23 | 24
SIRT5 block | x | 3 | -1 | -1 | -8 | -5
miR-122 sensor | 4 | 2 | x | -4[16.7 µM] | x | 11
ERp5 inh | -2 | 3 | 4 | 2 | -8 | 0
CFTR F508del cor | 4.4 | 4.1 | x | 0.1 | 2.2 | 3.8
ERAP1 HTS inh | 3 | 0 | 1 | 2 | 0 | 0
DENV2 CPE rescue | -8 | -5 | -2 | -2 | 2 | -2
CASP6 VEID inh | 4 | -6 | 2 | -2 | 10 | 0

# Given with bars between the fields: 2 of the compounds above
nr | mol | SIRT5 block | miR-122 sensor | ERp5 inh | CFTR F508del cor | ERAP1 HTS inh | DENV2 CPE rescue | CASP6 VEID inh
23 | N#Cc1ccc(/C=C/C(=O)c2ccco2)cc1 | -8 | x | -8 | 2.2 | 0 | 2 | 10
20 | O=C(c1cccc(S(=O)(=O)Nc2ccccc2Cl)c1)N1CCC1 | 3 | 2 | 3 | 4.1 | 0 | -5 | -6

# The list continues.
(25) CC(=O)N1C[C@H]2[C@@H](c3ccccc31)[C@@H](CO)N2S(=O)(=O)c1ccccc1
(26) CC1CCN(S(=O)(=O)c2cc3c4c(c2)C(C)C(=O)N4CCC3)CC1 (stereo not given)
(27) CC(C)NC(=O)N1[C@H](CO)[C@@H](c2ccccc2)C12CN(C(=O)Cc1ccccc1)C2
(28) O=C(c1cccc(F)c1)N1CC(=O)N2[C@H](C1)[C@@H](c1ccc(-c3ccccc3F)cc1)[C@@H]2CO
(29) COc1cc(/C=C/c2cc(C(F)(F)F)[nH]c(=O)n2)cc(OC)c1OC
(30) CCOCCn1c(=O)c2c(nc3n2CCN3c2ccc(CC)cc2)n(C)c1=O

Assay by compound | 25 | 26 | 27 | 28 | 29 | 30
SIRT5 block | 2 | -3 | 1 | 1 | x | 1
miR-122 sensor | 8[16.7 µM] | -8 | x | x | -8 | 9
ERp5 inh | 0 | 4 | 3 | -1 | -5 | 2
CFTR F508del cor | -5.9 | 0.5 | -2.4 | 0.8 | -2.9 | -6.7
ERAP1 HTS inh | 2 | -3 | -8 | -1 | 0 | 1
DENV2 CPE rescue | -2 | 7 | -11 | -1 | 2 | 0
CASP6 VEID inh | -1 | 1 | -3 | 2 | 0 | -1

(31) Cc1cc(C(=O)COC(=O)c2ccc[nH]c2=O)c(C)n1-c1ccccc1
(32) COc1ccc(C(=O)c2sc(Nc3ccccc3F)nc2N)cc1
(33) Cc1ccc(C)c(NNC(N)=S)c1
(34) COc1cccc(-c2nc(CS(=O)(=O)CC(=O)NCC(C)c3ccccc3)c(C)o2)c1 (stereo not given)
(35) COC(=O)c1[nH]c2c(c1C(=O)OC)CCc1ccccc1-2
(36) CCOC(=O)C1C(C(=O)OCC)C(C)(C)C1N(C)C (stereo not given)

Assay by compound | 31 | 32 | 33 | 34 | 35 | 36
SIRT5 block | 6 | 3 | -3 | -4 | -8 | -3
miR-122 sensor | -18 | -8 | 4 | 1 | 10 | -5
ERp5 inh | -4 | 0 | 2 | 2 | 0 | -6
CFTR F508del cor | 5.2 | 3.6 | 0.1 | 4.6 | x | -2.8
ERAP1 HTS inh | -5 | 2 | 1 | -6 | -1 | -6
DENV2 CPE rescue | -2 | 1 | 10 | 2 | 2 | -4
CASP6 VEID inh | 1 | 3 | -4 | -2 | 7 | -1

# Individual results from above:
# For ERp5 inh, no. 23 is listed with -8
# For ERAP1 HTS inh, no. 22 is listed with 2
# For miR-122 sensor, no. 13 is listed with 3

# Entries from the list above containing a halogen, in the order listed:
(13) COc1cccc(N2CCN(CC(=O)N3CCN(S(=O)(=O)c4ccc(Cl)cc4)CC3)CC2)c1
(14) O=C(C[C@H]1C[C@H]2c3cc(NS(=O)(=O)c4ccc(F)cc4)ccc3O[C@H]2[C@@H](CO)O1)NCc1cc(F)ccc1F
(20) O=C(c1cccc(S(=O)(=O)Nc2ccccc2Cl)c1)N1CCC1
(21) O=C(Nc1ccc2c(c1)OCO2)C1CCN(C(=O)c2ccc(Br)cc2)CC1
(24) CNC(=O)c1cnn(-c2nc(-c3ccc(OC)cc3)cs2)c1C(F)(F)F
(28) O=C(c1cccc(F)c1)N1CC(=O)N2[C@H](C1)[C@@H](c1ccc(-c3ccccc3F)cc1)[C@@H]2CO
(29) COc1cc(/C=C/c2cc(C(F)(F)F)[nH]c(=O)n2)cc(OC)c1OC
(32) COc1ccc(C(=O)c2sc(Nc3ccccc3F)nc2N)cc1

Assay by compound | 13 | 14 | 20 | 21 | 24 | 28 | 29 | 32
SIRT5 block | 1 | -8 | 3 | -1 | -5 | 1 | x | 3
miR-122 sensor | 3 | 10[16.7 µM] | 2 | x | 11 | x | -8 | -8
ERp5 inh | 0 | 13 | 3 | 4 | 0 | -1 | -5 | 0
CFTR F508del cor | -1.9 | -1.0 | 4.1 | x | 3.8 | 0.8 | -2.9 | 3.6
ERAP1 HTS inh | -4 | -1 | 0 | 1 | 0 | -1 | 0 | 2
DENV2 CPE rescue | -10 | -4 | -5 | -2 | -2 | -1 | 2 | 1
CASP6 VEID inh | 2 | -1 | -6 | 2 | 0 | 2 | 0 | 3

# Next compounds
(37) CC(C)Cn1c(N)c(C(=O)COC(=O)c2ccc(Br)cc2)c(=O)n(C)c1=O
(38) O=C(CSc1nnc(NC(=O)c2ccco2)s1)Nc1cccc(F)c1
(39) CCN1C(=O)[C@H]2[C@@H](c3ccc(-c4ccccc4)c(OC)c3)N[C@@](CC(C)C)(C(=O)OC)[C@H]2C1=O
(40) Cc1cc(=O)[nH]c(SCC(=O)N2CC3(C)CC2CC(C)(C)C3)n1 (stereo not given)
(41) CCCCC1Cc2[nH]c(=S)[nH]c(=O)c2C(C(C)C)O1 (stereo not given)
(42) C/C(CC(=O)NC(C)(C)C)=N\NC(=O)COc1ccc(C)cc1Br

Assay by compound | 37 | 38 | 39 | 40 | 41 | 42
SIRT5 block | 2 | 22* | 0 | 5 | 3 | 0
miR-122 sensor | -7 | -4 | 0 | -9 | x | x
ERp5 inh | 3 | -7 | -2 | -5 | -1 | -8
CFTR F508del cor | -3.1 | 1.4 | 0.6 | 0.3 | 0.3 | -2.5
ERAP1 HTS inh | 2 | 0 | 1 | -1 | -1 | 3
DENV2 CPE rescue | -1 | 8 | 1 | -2 | -4 | -1
CASP6 VEID inh | 1 | -1 | 2 | x | -2 | -3

(43) O=C(Nc1cc(-c2ccccc2)cs1)c1ccco1
(44) CN1c2ccc(-c3cccc(C#N)c3)cc2[C@H]2[C@H](CCN2S(=O)(=O)c2ccc(F)cc2)[C@@H]1CO
(45) CN(C)C(=O)c1cccc(-c2ccc([C@H]3[C@H](CO)N4CCCCN(C(=O)C5CCC5)C[C@@H]34)cc2)c1
(46) CO[C@@H]1CN(C)C(=O)c2cc(NC(=O)c3cccc(F)c3)ccc2OC[C@H](C)NC[C@@H]1C
(47) CCNC(=O)c1cc2c(c(-c3cccc(-c4cncnc4)c3)n1)[C@H](CCO)N(C(C)=O)C2
(48) COc1ccccc1C(=O)CN1C(=O)NC2(CCCc3ccccc32)C1=O (stereo not given)
(49) C[C@H](CO)N1C[C@H](C)[C@H](CN(C)Cc2ccc(C(=O)Nc3ccccc3N)cc2)Oc2c(NC(=O)Nc3ccc(F)cc3)cccc2C1=O

Assay by compound | 43 | 44 | 45 | 46 | 47 | 48 | 49
SIRT5 block | 0 | 4 | 1 | 2 | -1 | -1 | x
miR-122 sensor | 8 | -1[16.7 µM] | 6[16.7 µM] | -4[16.7 µM] | x | 14 | x
ERp5 inh | -3 | -4 | -7 | 2 | 0&0 | 4 | -3
CFTR F508del cor | 0.9 | 2.5 | 0.9 | 3.5 | -3.7 | 1.8 | 0.1
ERAP1 HTS inh | 3 | x | -2 | -5 | 1&0 | 0 | 0
DENV2 CPE rescue | -5 | 12 | -10 | -4 | -3&-13 | -1 | 36*
CASP6 VEID inh | 1 | x | 1 | x | -8&2 | 0 | -2
